Screening results deposited in PubChem by The Scripps Research Institute Molecular Screening Center.
GalR3 antag = human GalR3 antagonism; 0.44% of 360,000 active; inhibition, % at 3 µM; AID 651719; O60755; HEK293 GalR3-CNG cAMP membrane potential fluorescence; galR3 body fused to GalR1 C-terminus;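 active = inhibition above the screen-wide average plus 3 SD, cut at about 13% in these data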;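 note: forskolin and galanin both at EC90 stimulate the cells; cAMP rise reported by CNG channel membrane potential dye signal; 0% = forskolin plus galanin with DMSO and 100% = forskolin alone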
Target sequence (O60755 1-299 limits assumed): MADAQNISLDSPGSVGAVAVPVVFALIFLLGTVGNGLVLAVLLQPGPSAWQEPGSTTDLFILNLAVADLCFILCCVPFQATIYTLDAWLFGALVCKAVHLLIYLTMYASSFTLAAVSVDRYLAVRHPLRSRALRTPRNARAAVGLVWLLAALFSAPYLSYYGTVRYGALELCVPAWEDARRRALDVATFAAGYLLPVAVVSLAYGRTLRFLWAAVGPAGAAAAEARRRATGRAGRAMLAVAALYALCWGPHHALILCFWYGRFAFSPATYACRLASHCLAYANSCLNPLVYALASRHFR
The depositor's hits bear a star. Some of the compounds tested. The share of hits here may be higher or lower than overall.

SMILES | GalR3 antag
COc1cccc(-c2cc(C(=O)O)c3cc4ccccc4cc3n2)c1OC | -4
Cc1cc(C)n2[nH]c(=O)cc2n1 | -2
CCOC(=O)C1=C[C@@H](C(C)C)N(S(=O)(=O)c2ccc(C)cc2)[C@H]1c1ccc(C(C)C)cc1 | -3
CCCCC(=O)Nc1ccc(Cl)cc1F | -5
OC(c1ccc(-c2ccccc2)cc1)c1ncc(-c2ccccc2F)[nH]1 (stereo not drawn) | -6
COc1ccc(CN2C(=O)C(CC(=O)NCCCN(C)C)CC(C(=O)N3CCCCCC3)=C2C)cc1 (stereo not drawn) | -3
CN(Cc1ccc(C(F)(F)F)cc1)C(=O)[C@H]1O[C@@H](n2cnc3c(N)ncnc32)[C@H](O)[C@@H]1O | 1
Cc1cc(NCC(=O)Nc2ccc(C)c(S(=O)(=O)N3CCOCC3)c2)ccc1Br | -6
C[C@H]1CNC(=O)c2c(C(=O)N(C)Cc3ccccc3)ncn21 | -5
COc1ccc(N2c3ccccc3CN(Cc3ccccc3)[C@@H](C)[C@H]2Cc2ccc(-c3ccccc3)cc2)cc1 | -4

4 entries from above, ordered by SMILES length, high to low.
SMILES | GalR3 antag
COc1ccc(CN2C(=O)C(CC(=O)NCCCN(C)C)CC(C(=O)N3CCCCCC3)=C2C)cc1 (stereo not drawn) | -3
Cc1cc(NCC(=O)Nc2ccc(C)c(S(=O)(=O)N3CCOCC3)c2)ccc1Br | -6
COc1cccc(-c2cc(C(=O)O)c3cc4ccccc4cc3n2)c1OC | -4
Cc1cc(C)n2[nH]c(=O)cc2n1 | -2

An excerpt from further up, as a working copy:
SMILES | GalR3 antag
COc1cccc(-c2cc(C(=O)O)c3cc4ccccc4cc3n2)c1OC | -4
Cc1cc(C)n2[nH]c(=O)cc2n1 | -2
CCOC(=O)C1=C[C@@H](C(C)C)N(S(=O)(=O)c2ccc(C)cc2)[C@H]1c1ccc(C(C)C)cc1 | -3

(next part)
SMILES | GalR3 antag
CC(=O)N1CCC(C(=O)N2c3ccccc3N=C(c3ccc(C(F)(F)F)cc3)C2C(=O)NC(C)C)CC1 (stereo not drawn) | -7
CC(=O)OCC1OC(COC(C)=O)(c2ccc(C)cc2)C(OC(C)=O)C1OC(C)=O (stereo not drawn) | -6
Cc1ccc(C)c(OCC(=O)N/N=C/c2ccc(N3CCOCC3)cc2)c1 | -9
O=S1(=O)N[C@@H](Cc2ccccc2)COc2cc(N3CCSCC3)ccc21 | -5
CC(C)CC1C(=O)N(Cc2cn(Cc3ccco3)nn2)CCS(=O)(=O)N1Cc1ccc(-c2cccc(CO)c2)cc1 (stereo not drawn) | 0
COC(=O)N1C[C@H](O)[C@H](O)C[C@@H]1c1ccccc1Br | -7
CCNC(=O)N1C[C@H]2CON(C)[C@H]2C[C@H]1c1ccc(N2CCCCC2)cc1 | -6
CCOC(=O)C1(C)CCN1C(=O)c1ccc(OC)cc1 (stereo not drawn) | -7
CCCCc1c(-c2cccc(Br)c2)ncn1CCc1ccccc1OC | -7
COC(=O)c1cc2c(c3c4ccccc4n(S(=O)(=O)c4ccc(OC)cc4)c13)C(=O)N(Cc1ccccc1OC)C2 | -2
COC(=O)C1=C(C)N(Cc2ccccc2C(F)(F)F)C(=NCc2ccc(OC)cc2)NC1c1cccc(C(F)(F)F)c1 (stereo not drawn) | -4
C[C@H](CO)N1C[C@H](C)[C@@H](CN(C)Cc2ccc(Cl)c(Cl)c2)OCc2cnnn2CCCC1=O | -6
Cc1ccc(NC2CNC(=O)NC2=O)cc1C (stereo not drawn) | -3
CC(C)(C)OC(=O)N1CCCC(C(=O)Nc2ccc(C(=O)NC3CC3)cc2)C1 (stereo not drawn) | -2
CS(=O)(=O)Nc1ccc2c(c1)[C@@H]1C[C@@H](CC(=O)NCc3cccnc3)O[C@H](CO)[C@@H]1O2 | -6
CC(C)CN(C(=O)Cn1nnc(-c2ccc(Cl)cc2)n1)C1CCS(=O)(=O)C1 (stereo not drawn) | -6
Cc1ccccc1C(=O)N1[C@@H](C(C)C)COc2cc(Br)ccc2S1(=O)=O | -7
Nc1ccn([C@@H]2O[C@H](CNCc3cc(Cl)ccc3OCc3ccc(Cl)cc3)[C@@H](O)[C@H]2O)c(=O)n1 | -2
CC(C)(C)C1CCC(CN2CCC(CN3C(=O)C(=O)NC[C@@H]3Cc3ccccc3)CC2)CC1 (stereo partly drawn) | -3
CC(C)(C)S(=O)N1C[C@@H]2CC(=O)C=C2[C@H]1CCO (stereo partly drawn) | -6
Cc1ccc(S(=O)(=O)N(CC(=O)NC2CC3CCC2C3)c2ccccc2)cc1 (stereo not drawn) | -11
COC(=O)c1cnc(Nc2nc(C(N)c3ccccc3Cl)cs2)nc1C(F)(F)F (stereo not drawn) | -1
COC(=O)[C@@]12C[C@@H](CC(=O)N3CCCC3)C(=O)N(Cc3cccc4ccccc34)C1=CCC(C)(C)C2 | -5
CCOC(=O)C1(C)CCCCN1C(=O)c1ccc(N(C)C)cc1 (stereo not drawn) | -4
O=C(CC1Sc2ccccc2NC1=O)NNc1cccc(Cl)c1Cl (stereo not drawn) | -5
Cn1cc(C2OC(=O)c3ccccc32)c2ccccc21 (stereo not drawn) | -1
O=C(NC1CC1(c1ccccc1)c1ccccc1)c1ccccc1 (stereo not drawn) | -10
CCN(CC)C(=O)[C@H]1C[C@H](CC(=O)NCCN2CCOCC2)C(=O)N2CCc3c([nH]c4ccc(Cl)cc34)[C@]12C | -3
O=C(NNc1ccccc1)c1ccccc1 | -6
Nc1ccc2ccccc2c1N=Nc1ccccc1 | -6
COc1ccc(C(C(=O)NCc2ccccc2)n2c(=O)c(-c3cc4ccccc4[nH]3)nc3ccccc32)cc1 (stereo not drawn) | -6
COC(=O)C1=C(C)N(CC(C)C)C(=S)NC1c1ccc(-c2ccccc2)cc1 (stereo not drawn) | -6
Cc1ccc(S(=O)(=O)N(C)c2ccc(OCC(=O)Nc3ccc(S(C)(=O)=O)cc3)cc2)cc1 | -10
O=C(Nc1ccn(CCCN(CCCn2ccc(NC(=O)OCc3ccccc3)nc2=O)CCc2cc3ccccc3[nH]2)c(=O)n1)OCc1ccccc1 | -5
COc1cccc(-c2cccc3c2NC(=O)C3(C)Cc2cccc(F)c2)c1 (stereo not drawn) | -5
COc1ccc(C(=O)N2CCN(c3nc4cc(C)cc(C)c4cc3C#N)CC2)cc1 | 0
COCCCN1C(=O)C(CC(=O)NCC2CCCCC2)CC(C(=O)N2CCOCC2)=C1C (stereo not drawn) | -6
CN(C)c1ccc(-c2[nH][nH]c(=O)c2NC(=O)c2ccc3ccccc3n2)cc1 | -3
Cc1ccc(OCc2cc(C(=O)N(C)C3CCCc4ccccc43)no2)cc1C (stereo not drawn) | -9
Nc1cc2c(cc1Cl)-c1ccccc1C2=NO | -5
CCCCC[C@H](C)N1C[C@@H](COCc2ccccc2)Oc2cc(N3CCC[C@H]3COC)ccc2S1(=O)=O | -7
CC1(Cc2ccccc2C#N)C(=O)Nc2ccc(OC(F)(F)F)cc21 (stereo not drawn) | -6
CC(C)C[C@@H](CN1CCCC1CN1C(=S)NC[C@@H]1Cc1ccccc1)N1C[C@H](Cc2ccc(O)cc2)N(CC2CCCCC2)C1=S (stereo partly drawn) | -6
O=C(Nc1ccccc1N1CCCCC1)c1cc(S(=O)(=O)N2CCOCC2)ccc1F | 0
CSc1cccc(NC(=O)C2CCCN(S(C)(=O)=O)C2)c1 (stereo not drawn) | -3
Cc1c(C(=O)/C=C/c2ccccc2F)c2cc(O)ccc2n1C | -7
COCCCN(Cc1cc(OC)c(OC)c(OC)c1)C(=S)Nc1cccc(SC)c1 | -5
Cc1ccc(CSc2nnc(-c3ccccn3)n2Cc2cccs2)cc1 | -10
O=C(c1ccccc1)C(CCc1ccccn1)CCc1ccccn1 | -2
CC(=O)N1CCN(c2ccc(N3CCN(Cc4ccccc4)[C@@H](C)C3)c(C)c2)[C@H](C)C1 | -7
Going on with the list:
SMILES | GalR3 antag
COCOCCn1cc(CN2CCS(=O)(=O)N(Cc3ccc(-c4ccc(OC)nc4)cc3)C(C)C2=O)nn1 (stereo not drawn) | -2
N#Cc1ccc(-c2nc3ccc(Cl)cn3c2Cc2ccsc2)cc1 | -7
O=C1c2ccccc2[C@@H]2C[C@H]3O[C@H]3CCN12 | -3
C[C@]12c3[nH]c4ccc(Cl)cc4c3CCN1C(=O)[C@@H](CC(=O)NCCCn1ccnc1)C[C@@H]2C(=O)N1CCCCC1 | 8
CC1C(=O)N(Cc2cn(CCC3OCCCO3)nn2)CCS(=O)(=O)N1Cc1ccc(-c2ccc(Cl)nc2)cc1 (stereo not drawn) | -4
CO[C@@]12[C@@H]3N[C@@H]3CN1C1=C(C(=O)C(N)=C(C)C1=O)[C@@H]2COC(N)=O | -2
CC1(C(=O)Nc2ccc3c(c2)OCCO3)CCN1C(=O)C1(c2ccccc2)CC1 (stereo not drawn) | -4
Cc1ccc2[nH]c(O)c(N=Nc3ccccc3[N+](=O)[O-])c2c1 | -3
Cc1ccc(NC(=O)CN(C)C(=O)COc2ccc(Br)cc2)cc1 | -8
Cc1cccc(C)c1NC(=O)C1(C)CN(S(C)(=O)=O)CC(=O)N1CC(F)(F)F (stereo not drawn) | -7
CCN(CC)C(=O)C1=C(C)N(Cc2ccc(C(C)(C)C)cc2)C(=O)C(CC(=O)NC2CCCC2)C1 (stereo not drawn) | -4
CCNC(=O)C1(C)CCCN(C(=O)C2(c3ccc(Cl)cc3)CCCC2)C1 (stereo not drawn) | 2
COC(=O)[C@]12C[C@H](CC(=O)N3CCC(c4ccccc4)CC3)C(=O)N(Cc3ccccc3)C1=C[C@H](C1CCCC1)O[C@@H]2C | 4
CCc1nc2ccc(C(=O)N(C)CCN(C)C)cn2c1N(C)Cc1cc2ccccc2s1 | -8
Cc1cc(C(=O)N2CCC2(C)C(=O)O)c(C)o1 (stereo not drawn) | -5
CC[C@]12C(=O)N(C)C[C@H]([C@@H]3C(=O)N(C)C(=O)[C@@H]31)N2C(=O)c1ccc(F)cc1 | -2
C(=NN1CCCCCC1)c1cccc2ccccc12 | -7
c1ccc(Cc2nc3ccccc3s2)cc1 | -3
Oc1ccccc1C=NNC(=S)NC1CC2C=CC1C2 (stereo not drawn) | -6
COc1ccc(OCC2CN(Cc3ccccc3)S(=O)(=O)CCO2)cc1 (stereo not drawn) | -6
Cc1ccc(S(=O)(=O)N(C)c2ccc(OC(C)C(=O)N(C)c3ccccc3)cc2)cc1 (stereo not drawn) | -5
COc1ccc(CN2C(=O)C(CC(=O)NCC3CCCCC3)CC(C(=O)N3CCOCC3)=C2C)cc1 (stereo not drawn) | -4
CC(=O)c1cc(Cl)ccc1OCC(=O)NC1CCCC1 | -2
COCc1ccc(C(=O)N2CCCC(N3CCN(c4cccc(Cl)c4)CC3)C2)s1 (stereo not drawn) | -8
COc1cc(C(=O)C(=O)N2CCN(c3ccccc3)CC2)cc(OC)c1OC | -5
O=C(NCC(O)c1nc2ccccc2[nH]1)c1cc([N+](=O)[O-])ccc1F (stereo not drawn) | -6
Fc1ccc(-c2nc3c(Cl)cc(C(F)(F)F)cn3c2Cc2ccsc2)cc1 | -4
C[C@@H]1CN([C@H](C)CO)C(=O)c2cc(Br)cnc2O[C@H]1CN(C)C(=O)Nc1ccccc1F | 4
CC(C)=CCOc1ccc2c(C)c(CCC(=O)N3C[C@H]4C[C@@H](C3)c3cccc(=O)n3C4)c(=O)oc2c1C | 7
COc1cccc(CN2CCC2(C)C(=O)Nc2ccc(Cl)c(Cl)c2)c1F (stereo not drawn) | -9
Cc1nnc(SCC(=O)NC2CCCCC2)n1-c1ccccc1 | -8
Nc1ncnc2c1ncn2[C@@H]1O[C@H](CNC(=O)[C@@H](N)Cc2ccc(C(=O)c3ccccc3)cc2)[C@@H](O)[C@H]1O | 1
CCN(CC)C(=O)[C@H]1CC(CC(=O)NCc2cccc(C(F)(F)F)c2)C(=O)N2CCc3c([nH]c4ccc(OC)cc34)[C@]12C (stereo partly drawn) | -6
CC[C@]12c3[nH]c4ccc(Cl)cc4c3CCN1C(=O)[C@@H](CC(=O)NCCc1ccccn1)C[C@@H]2C(=O)N1CCN(C(=O)c2ccco2)CC1 | 4
O=C(NC(=S)N1CCCCC1CO)c1cc(Br)ccc1Cl (stereo not drawn) | -5
COC(=O)c1cnc(Nc2nc(C(N)Cc3ccc(Cl)cc3)cs2)nc1C(F)(F)F (stereo not drawn) | 7
C[C@]12c3[nH]c4cc(-c5ccco5)ccc4c3CCN1C(=O)[C@@H](CC(=O)NCC13CC4CC(CC(C4)C1)C3)C[C@@H]2C(=O)N1CCOCC1 | -3
NC(=O)C(C1=CCCCC1)c1ccccc1 (stereo not drawn) | -4
C[C@H](CO)N1C[C@H](C)[C@H](CN(C)C(=O)Nc2ccc(N3CCN(C)CC3)cc2)OCc2cnnn2CCCC1=O | -6
CC(=O)C1CCC2C3CC=C4N(C)C(=O)CCC4(C)C3CCC12C (stereo not drawn) | -4
CC(C)N1CCSC1=S | -5
O=C(NC1CCCCCC1)c1ccc([N+](=O)[O-])s1 | -5
C[C@@H]1CN([C@@H](C)CO)S(=O)(=O)c2ccc(Br)cc2O[C@H]1CN(C)Cc1ccncc1 | -8
CC(C)(C)N(Cc1ccccc1)C(=O)COC(=O)Cn1[nH]c(=O)c2ccccc2c1=O | -4
CCN(CC)C(=O)c1ncn2c1C(=O)N(C)CC2 | -7
Nc1ccc2nc(N)sc2c1 | 0

Some of these compounds in order of the GalR3 antag value, lowest first.
SMILES | GalR3 antag
O=C(Nc1ccn(CCCN(CCCn2ccc(NC(=O)OCc3ccccc3)nc2=O)CCc2cc3ccccc3[nH]2)c(=O)n1)OCc1ccccc1 | -5
COC(=O)C1=C(C)N(Cc2ccccc2C(F)(F)F)C(=NCc2ccc(OC)cc2)NC1c1cccc(C(F)(F)F)c1 (stereo not drawn) | -4
CC(C)CC1C(=O)N(Cc2cn(Cc3ccco3)nn2)CCS(=O)(=O)N1Cc1ccc(-c2cccc(CO)c2)cc1 (stereo not drawn) | 0

Single entries from the entries so far.
`CC(C)N1CCSC1=S` in GalR3 antag is listed with -5
`Nc1ccc2nc(N)sc2c1` in GalR3 antag is listed with 0
`CC(C)(C)N(Cc1ccccc1)C(=O)COC(=O)Cn1[nH]c(=O)c2ccccc2c1=O` in GalR3 antag is listed with -4
`CCN(CC)C(=O)c1ncn2c1C(=O)N(C)CC2` in GalR3 antag is listed with -7
`O=C(NC1CCCCCC1)c1ccc([N+](=O)[O-])s1` in GalR3 antag is listed with -5
